Rin1 Abl inh: blocks binding of human Rin1 to Abl; P00519+Q13671; TR-FRET Rin1/Abl binding, biochemical; inhibition, % at 7.35 µM; hit rate 0.4% among 360,000; in the data active = inhibition above about 5%, passing the limit was not always enough
MT1-MMP act inh: blocks activation of human MT1-MMP; P50281; HT1080 RFP-PRO-GFP cells, GFP/RFP ratio fluorescence, overnight; percent of plate control window, DMSO zero; GFP/RFP ratio change, % at 20 µM; hit rate 0.061% among 360,000; AID 651647;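 active = GFP/RFP ratio change of at least 30% with cell ATP level not reduced by more than half and red fluorescence within 50% of control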; note: strong numbers were not always called active
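Read-out: GFP/RFP fluorescence ratio; Test system: RFP-PRO-GFP reporter HT1080 cells; Compound dosing: single-point 20 µM compound, 1% DMSO; Times: overnight compound exposure at 37 °C.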
MsrA act: bovine methionine sulfoxide reductase A activation | activation, % at 10.6 µM | hit rate 0.3% among 360,000 | purified bovine MsrA, absorbance read-out; in the data active = activation above about 7.5%;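 note: 0% = vehicle and 100% = reference activator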
SKN-1 block: blocks SKN-1 activity in C. elegans; AID 624304; C. elegans VP596 Pgst-4::GFP/RFP ratio, acrylamide-induced, 24 h; inhibition, % at 21.8 µM; hit rate 0.49% among 360,000;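 active = interference check ratio from 0.5 to 1.5 plus GFP to RFP signal ratio inhibition reaching or exceeding a fixed threshold, cut at about 30% in these data, passing the limit was not always enough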; note: some compounds called inactive have numbers as strong as hits
MsrA inh: inhibits bovine methionine sulfoxide reductase A. purified bovine MsrA, absorbance read-out. inhibition, % at 15.5 µM. hit rate 0.75% among 360,000; in the data active = inhibition above about 4.5%;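 note: 0% = vehicle wells with enzyme and 100% = reference inhibitor wells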
FAS-TE inh: inhibitors of human fatty acid synthase thioesterase domain. P49327. recombinant FAS-TE, OMFH fluorogenic substrate, fluorescence endpoint. inhibition, % at 15 µM. hit rate 0.67% among 360,000;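 active = compounds whose normalised, plate-corrected inhibition of enzyme fluorescence in the single-dose primary screen is 50% or more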;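 note: 0% = DMSO with enzyme and 100% = substrate without enzyme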
eLon inh: inhibits E. coli Lon protease | P0A9M0 | purified E. coli Lon protease, fluorescence polarization | inhibition, % at 7.94 µM | hit rate 0.42% among 360,000 | AID 602123; in the data active = inhibition above about 13%, passing the limit was not always enough;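 note: 0% = enzyme with probe and DMSO and 100% = no enzyme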
Neddylation inh: cullin neddylation inhibition; TR-FRET cullin neddylation, biochemical; calls only at 25 µM; hit rate 0.58% among 360,000; in the data active = inhibition above about 36%
NRP1-CendR mod: alters CendR peptide binding to human NRP-1; inhibition, % at 25 µM; O14786; FAM-RPARPAR peptide binding to NRP-1, fluorescence polarization; hit rate 0.85% among 360,000;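 active = inhibition or corrected inhibition above about 18%, plus a signal ratio from 0.5 to 1.5, limit read from the data, passing the limit was not always enough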; note: strong numbers were not always called active
* hit, by the source's call; i = inactive; / = no result given. Hits appear at their usual frequency. About 4.2% of those tested had a hit in this group.

Each structure is followed by: MT1-MMP act inh	Rin1 Abl inh	SKN-1 block	MsrA inh	NRP1-CendR mod	Neddylation inh	FAS-TE inh	eLon inh	MsrA act
- Cc1noc(C)c1C(=O)Nc1ccccc1N1CCOCC1
 : 1	0	15	0.1	11	i	-5	3	-1
- Clc1ccccc1-c1ccc2ncnc(NCc3ccc4c(c3)OCO4)c2c1
 : 4	1	15	0.5	22*	i	17	-9	-2
- CCOC(=O)c1c(C)[nH]c(C)c1S(=O)(=O)N(C)CC(=O)Nc1ccccc1C
 : -1	8	-10	-0.2	2	i	-7	7	-4
- COc1ccc(S(=O)(=O)NCCCN2CCCC2=O)cc1OC
 : 1	3	4	1.4	6	i	-6	0	-12
- CCN(CC)S(=O)(=O)c1cc(NC(=O)COC(=O)c2ccc(NC(=O)CC#N)cc2)ccc1C
 : 7	0	13	-0.6	-4	i	11	-11	4
- O=C(NCCc1ccccc1)c1nccc2ccccc12
 : 0	4	9	-1.5	15	i	-6	-2	-2
- CCOC(=O)C1=CCN(S(=O)(=O)c2ccccc2Cl)C1c1ccc(Cl)c(Cl)c1 (stereo not drawn)
 : -1	1	2	1.7	-3	i	21	-7	1
- CCOc1ccccc1NC(=O)COC(=O)COc1c(Cl)cc(Cl)c2ccc(C)nc12
 : 3	-5	2	-0.1	4	i	5	0	-4
- COc1ccccc1C(C)NCC(=O)NCc1ccc(C)cc1 (stereo not drawn)
 : 3	2	-3	-0.7	-1	i	-5	-18	-1
- C/C(N)=C(/C#N)C(=O)COC(=O)c1cc(-c2ccc(C)cc2)nc2ccccc12
 : 0	-3	-4	-1.3	-2	i	-14	-8	-5
- Cc1ccccc1N1CCN(Cc2ccc([N+](=O)[O-])o2)CC1
 : 4	-1	-13	-0.6	-1	i	6	-3	-4
- O=C(NCc1n[nH]c(=S)n1-c1ccc(F)cc1)c1ccc(S(=O)(=O)N2CCCC2)cc1
 : 4	1	9	-0.5	10	i	-2	-6	2
- O=C(Cc1ccccc1)Nc1nonc1NC(=O)c1ccccc1
 : 2	2	2	0.3	-2	i	-2	-5	-3
- O=C(NCCCN1CCCCCC1)c1ccc2c(c1)NC(=O)C(N1CCOCC1)S2 (stereo not drawn)
 : -6	-3	5	0.1	8	i	-15	5	0
- CN1CCc2nc(SCC(=O)Nc3cccc(F)c3)c(C#N)c(-c3cccs3)c2C1
 : -59	-4	-1	0.2	71	i	15	-29	-1
- CCCCn1c(N)c(N(CCC(C)C)C(=O)C2=COCCO2)c(=O)[nH]c1=O
 : -3	2	3	1.2	-7	i	-5	36*	-8
- Cc1ccc2c(c1)C(=O)C(=O)N2CC1COc2ccccc2O1 (stereo not drawn)
 : /	-4	-2	-0.2	2	i	4	2	0
- C[C@@]12C(C[C@H](O)[C@@]34C[C@@H](CCC13)[C@@H](CO)C4=O)[C@](C)(C(=O)O)CC[C@@H]2O (stereo partly drawn)
 : -2	3	9	0.2	16	i	-10	1	-2
- Cc1cccc(-c2nc3ccccc3c(=O)n2NC(=O)Cc2ccc(Cl)cc2)c1
 : -1	-1	6	-1.4	16	i	2	0	-3
- CN1CCN(/N=C/c2cccc(Cl)c2Cl)CC1
 : 4	-4	5	0.1	4	i	1	5	-3
- CC(C)c1ccc(N(CC(=O)NC(C)(C)C)C(=O)CCC(=O)Nc2nccs2)cc1
 : 1	-1	21	0.3	-9	i	2	-2	-2
- COc1c(O)ccc(/C=C(\C#N)c2nc3ccccc3[nH]2)c1[N+](=O)[O-]
 : 3	3	8	2.2	-19	i	4	-41	-5
- CC(C)OCCCNC(=O)c1cc(S(=O)(=O)N2CCc3ccccc32)cn1C
 : 1	0	13	1.8	8	i	-4	2	1
- COCCNC(=O)c1cc2c(-c3ccc(Cl)cc3)nn(C)c2s1
 : 3	2	16	0.0	-10	/	10	-4	-1
- CCOc1cc(N2CCOCC2)c(OCC)cc1NC(=O)COC(=O)COc1cc(C)cc(C)c1
 : -1	1	10	2.8	-3	i	-4	-8	-5
- COc1cc2[nH]c(=S)n(C3CCCC3)c(=O)c2cc1OC
 : 1	-7	-6	0.2	-8	i	4	-4	-1
- Cc1c(C(=O)NCc2ccccc2)cnn1-c1ccccc1
 : -1	-2	-9	-0.7	-3	i	-7	-8	1
- Cc1ccc(C)c(NC(=O)CC2Sc3ccccc3NC2=O)c1 (stereo not drawn)
 : 5	5	-15	1.6	-6	i	-5	2	-5
- COC(=O)c1[nH]c2ccccc2c1NS(=O)(=O)c1ccc(OC)cc1OC
 : 1	0	8	0.5	3	i	0	-1	-1
- O=C(Nc1ccc(O)c(C(=O)O)c1)Oc1ccccc1
 : 0	1	2	0.1	-11	/	-3	-4	2
- Cc1onc(-c2ccccc2)c1C(=O)NC(=S)NNC(=O)c1ccccc1O
 : 3	-2	-3	4.2	3	i	-6	-5	4
- COc1ccc(CN2C3CCC2CC(NC(=O)c2cccc(F)c2)C3)cc1 (stereo not drawn)
 : 7	-1	6	-0.5	-6	i	-5	-2	-2
- COc1cc(C(=O)Nc2scc(-c3ccc(Br)cc3)c2C(=O)O)cc(OC)c1OC
 : 12	2	16	0.3	-16	i	7	-3	0
- COc1ccc(C(=O)O)cc1N1C(=O)Nc2ccccc2N1O
 : 3	2	4	-0.4	-3	i	-9	6	-2
- Nc1nc(N=Nc2ccc(O)cc2)cc(=O)[nH]1
 : -9	-12	6	0.1	3	i	-4	67*	-8
- Cc1ccc(-n2cccn2)cc1
 : 4	1	1	-1.4	9	i	-6	1	0
- N#C/C(=C\c1cccs1)Sc1nc2ccccc2s1
 : -2	0	15	1.2	-11	i	4	-2	-4
- CCOC(=O)c1ccc(NC(=O)Oc2ccccc2)cc1
 : 5	3	-31	-0.5	-6	i	0	8	-8
- Cc1ccc(Sc2ncccc2/C=N/O)cc1
 : -9	-1	9	0.7	1	i	-2	4	-4
- COc1ccc(-c2nc[nH]c2[N+](=O)[O-])cc1
 : 1	-2	6	1.1	16	i	-2	-2	-5
- CCc1nc2ccc(C(=O)NCc3ccccc3OC)cn2c1N(CC)CCN(C)C
 : -6	0	11	0.4	-8	i	-3	-1	0
- COc1cc(/C=N/NS(=O)(=O)c2ccc3ccccc3c2)ccc1OCCN1CCOCC1
 : 6	0	-1	0.3	2	i	-7	5	-8
- O=C(NCCNC(=O)c1ccco1)c1cccc(F)c1
 : -4	5	-16	-0.2	-7	i	-2	-5	-1
- O=C(N/N=C\c1ccoc1)c1ccco1
 : 1	1	-17	0.7	3	i	6	3	-8
- CCOC(=O)C1CCN(C(=O)Cc2c(C(=O)O)n(C)c3ccccc23)CC1
 : 7	0	-5	-1.0	2	i	-10	3	-9

Fetched by structure from the entries so far (5):
Each structure is followed by: MT1-MMP act inh	Rin1 Abl inh	SKN-1 block	MsrA inh	NRP1-CendR mod	Neddylation inh	FAS-TE inh	eLon inh	MsrA act
- O=C(N/N=C\c1ccoc1)c1ccco1
 : 1	1	-17	0.7	3	i	6	3	-8
- O=C(NCCNC(=O)c1ccco1)c1cccc(F)c1
 : -4	5	-16	-0.2	-7	i	-2	-5	-1
- CCOC(=O)c1ccc(NC(=O)Oc2ccccc2)cc1
 : 5	3	-31	-0.5	-6	i	0	8	-8
- COc1ccc(-c2nc[nH]c2[N+](=O)[O-])cc1
 : 1	-2	6	1.1	16	i	-2	-2	-5
- Cc1ccc(Sc2ncccc2/C=N/O)cc1
 : -9	-1	9	0.7	1	i	-2	4	-4

Further records:
Each structure is followed by: MT1-MMP act inh	Rin1 Abl inh	SKN-1 block	MsrA inh	NRP1-CendR mod	Neddylation inh	FAS-TE inh	eLon inh	MsrA act
- CCN(c1ccc(OC)cc1)S(=O)(=O)c1ccc2c(c1)CC(C)N2C(=O)C1CC1 (stereo not drawn)
 : 0	2	6	-0.7	20	i	19	3	-1
- CO[C@@H]1CN(C)C(=O)c2cc(NC(=O)Nc3ccc(Cl)cc3)ccc2OC[C@H](C)NC[C@H]1C
 : -2	/	2	0.8	-6	i	/	/	/
- CC(=O)[C@H]1CC[C@H]2[C@@H]3C=CC4=CC(=O)CC[C@@]4(C)[C@@H]3CC[C@]12C
 : 0	-1	7	-0.9	4	i	5	-3	-4
- CCC(C)C(=O)Nc1c2c(nc3c1CCC3)CCCC2 (stereo not drawn)
 : 4	3	0	-0.7	1	i	-3	-5	-3
- Cc1c(C(=O)NCc2n[nH]c(=S)n2-c2ccc(F)cc2)cccc1[N+](=O)[O-]
 : -4	1	-10	-1.1	2	i	-2	1	1
- O=C(NC(=S)Nc1ccccc1[N+](=O)[O-])c1cncc(Br)c1
 : 0	-2	12	0.9	9	i	2	6	1
- COc1ccc(C(=O)NCCS(=O)(=O)N2CCc3ccccc3C2)cc1
 : 3	-5	-16	-0.1	1	i	-1	-5	-8
- c1csc(-c2noc(COc3ccc4c(c3)CCCC4)n2)c1
 : -5	-1	38*	-0.8	1	i	42	5	0
- CNC(=S)N(CCc1cccc(C)c1)Cc1cc2cc(OC)c(OC)cc2[nH]c1=O
 : 1	-3	0	1.4	1	i	2	-3	-3
- CCOC(=O)c1cnc2c(c(C)nn2C)c1Oc1cc(Cl)cc(Cl)c1
 : 0	-1	10	-0.2	-6	i	19	5	-3
- Cc1cccn2c(NC(=O)c3ccccc3F)c(-c3ccccc3)nc12
 : -5	6	-5	-0.3	-3	i	-1	-8	-3
- CCOC(=O)C1=C(CC)OC(N)=C(C#N)C1c1ccc(OC)c(C)c1OC (stereo not drawn)
 : 3	-2	0	0.7	-4	i	-1	-6	-5
- CC(Sc1nc2ccccc2s1)C(=O)Nc1nnc(C(C)C)s1 (stereo not drawn)
 : 0	1	-8	/	-4	i	2	-1	0
- CC(=O)NCCNc1nc2cc(-c3cc(F)ccc3C)sc2c(=O)n1C
 : 2	-5	-5	0.3	-15	i	-2	-12	-4
- CC(=O)Nc1nc2nc(-c3ccccc3)cc(-c3ccccc3)n2n1
 : 5	2	1	2.7	10	i	-5	-2	-13
- CC1Nc2ncnc(N3CCN(c4ccccc4)CC3)c2N(Cc2ccc(Br)cc2)C1=O (stereo not drawn)
 : -5	2	12	-0.7	3	i	40	4	-4
- O=C(Cn1nc(C(=O)O)c2ccccc2c1=O)Nc1cc(Cl)cc(Cl)c1
 : 2	1	2	1.2	11	i	1	-6	-6
- O=C(Oc1cccc(NC(=O)c2ccco2)c1)c1cccc(S(=O)(=O)N2CCCC2)c1
 : 1	1	-8	-0.6	-20	i	15	-9	-7
- c1ccc(-c2csc(-c3cccnc3)n2)cc1
 : -1	-4	42*	0.8	9	i	3	1	-2
- Cc1occc1C(=O)Nc1ccc([N+](=O)[O-])cc1Br
 : -1	-2	8	-0.1	4	i	-1	1	-3
- O=C(COC(=O)c1ccco1)Nc1ccc2c(c1)OCO2
 : 4	1	7	0.2	8	i	-1	0	3
- Nc1ncnc2c1ncn2[C@@H]1O[C@H](C(=O)N2CCC[C@@H]2C(=O)OCc2ccccc2)[C@@H](O)[C@H]1O
 : 5	4	12	-0.6	-3	i	-8	-8	-7
- CC(=O)N1CCSc2ccc(S(=O)(=O)NCCc3cccc(C)c3)cc21
 : -1	1	0	1.1	8	i	5	-3	-1
- Cc1c(C(=O)Oc2cc(N)n(S(C)(=O)=O)n2)cccc1[N+](=O)[O-]
 : 4	0	12	2.1	4	i	4	0	-7
- Cc1ccc2cc(CN(Cc3ccccc3)Cc3nnnn3C3CCCC3)c(=O)[nH]c2c1
 : -7	1	9	0.0	-2	i	37	5	0
- CC1=C(C(=O)NCc2ccccc2)C(c2cccs2)NC(=S)N1 (stereo not drawn)
 : 0	1	-1	-0.3	20	i	-2	-2	-4
- c1cncc(-c2nnc(SCc3cccc4ccccc34)o2)c1
 : -2	-5	11	-0.8	-7	i	16	2	-1
- CCCCN(C(=O)COC(=O)COc1c(C)cc(C)cc1C)c1c(N)n(CCC)c(=O)[nH]c1=O
 : -1	3	-1	-0.6	2	i	-5	-12	-4
- Cc1c(CC(=O)N[C@@H](C)C(=O)O)c(=O)oc2cc3occ(-c4ccccc4)c3cc12
 : 5	0	26	-0.2	-7	i	-5	-1	-2
- Cc1cc(NC(=O)c2ccccc2Cl)ccc1NC(=O)c1ccccc1Cl
 : 3	0	12	0.1	5	i	0	6	-4
